CBFb-RUNX1 inh: blocks binding between human CBF-beta and RUNX1 | Potency, µM (top dose mostly 59.8 µM), for inactives: top-dose activity, negative = inhibition, actives largely listed as inhibitors | 230,000 tested, under 10 active | AlphaScreen CBFb-His/RUNX1-biotin binding, biochemical; further: % of control where 0% means no effect
Target sequence (Q01196 whole entry, looked up): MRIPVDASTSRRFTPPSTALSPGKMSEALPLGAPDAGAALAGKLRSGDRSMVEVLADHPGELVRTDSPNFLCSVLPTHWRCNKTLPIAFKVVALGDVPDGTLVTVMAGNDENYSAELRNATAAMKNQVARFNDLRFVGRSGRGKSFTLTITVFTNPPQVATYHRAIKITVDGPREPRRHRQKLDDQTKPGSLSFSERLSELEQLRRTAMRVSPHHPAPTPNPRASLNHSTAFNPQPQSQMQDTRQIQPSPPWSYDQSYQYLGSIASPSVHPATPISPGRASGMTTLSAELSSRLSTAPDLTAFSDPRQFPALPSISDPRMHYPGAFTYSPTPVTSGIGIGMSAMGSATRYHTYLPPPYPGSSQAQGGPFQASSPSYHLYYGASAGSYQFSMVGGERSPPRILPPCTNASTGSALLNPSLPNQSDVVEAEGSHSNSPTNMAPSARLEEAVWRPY
Target sequence (Q13951 whole entry, looked up): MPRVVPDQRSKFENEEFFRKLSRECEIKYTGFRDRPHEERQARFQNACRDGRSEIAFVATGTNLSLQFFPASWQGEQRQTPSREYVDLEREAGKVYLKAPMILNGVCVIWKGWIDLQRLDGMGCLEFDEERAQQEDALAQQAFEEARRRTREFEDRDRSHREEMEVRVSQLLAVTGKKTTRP
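Interaction loss through any mechanism counts as activity. Pre-formed complex of His-CBF-beta and biotin-RUNX1 (30 nM apiece) is incubated with compound 15 min, then with 50 ng nickel and 50 ng streptavidin beads for 90 min before AlphaScreen detection.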
TRb-SRC2 inh: TRbeta-SRC2 interaction inhibition; AID 1469; Potency, µM (series often up to 106 µM), inactives show at the top dose activity change, negative = inhibition, usual class: inhibitors; actives 0.065% (n = 280,000); TRbeta-SRC2 peptide binding, fluorescence polarization; receptor liganded with 1 µM T3;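 further: potency means the concentration at half of the fitted maximal effect; plate controls were bound peptide for no effect and peptide without receptor for full effect; nearly all actives have a fitted effect of over 50% in size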
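Fluorescence polarization of 20 nM Texas Red SRC2 peptide with 0.6 uM human TRb ligand-binding domain, in Tris buffer with 1uM T3 and 5% DMSO. Incubated 5 hr ambient; normalized to unbound and bound controls.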
aGal spleen mod: alpha-galactosidase A (human) modulation; human spleen homogenate, 4MU-alpha-Gal fluorescence, 40 min; P06280; actives 0.008% (n = 240,000); Potency, µM (top dose mostly 80 µM), without a hit: at the highest dose activity change, negative = inhibition, actives largely listed as inhibitors;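 further: potency means the concentration at half of the fitted maximal effect; 0% = enzyme with vehicle and -100% = no enzyme basal signal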
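qHTS titration in buffer at pH 5.0. Alpha-galactosidase activity in spleen homogenate was measured via 4-methylumbelliferone release from 1 mM fluorogenic substrate after 40 min at 37C and a pH 10 stop. AC50 came from Hill fits of control-normalized data.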
Tau FP inhib: inhibitors of human tau fibril formation; K18 P301L tau heparin fibrillization, Alexa594 FP, 6 h; Potency, µM (titrated, usually from 57.7 µM), without a hit: at the highest dose activity, negative = inhibition, usual class: inhibitors; actives 0.39% (n = 280,000); further: potency means the concentration at half of the fitted maximal effect; on the % scale 0 is the no-effect control and ±100 the full control effect; nearly all actives have a fitted effect of over 55% in size
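FP of Alexa 594-tau after heparin (20 uM) induction. Substrate: human K18 P301L, 15 uM unlabeled, 0.24 uM labeled. Buffer 100 mM sodium acetate pH 7. 6 hr, 37 C.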
TexasRed fluor: counter-screen for TRb-SRC2 inhibitors: fluorescence interference; actives 0.29% (n = 280,000); TRb/SRC2 Texas Red total fluorescence interference; Potency, µM (series often up to 106 µM), inactives show top-dose fluorescence change, negative = quenching; active means well fitted curve in either direction with a large enough effect; inconclusive means small, poorly fitted or top-dose-only effect; further: potency means the concentration at half of the fitted maximal effect; on the % scale 0 is the no-effect control and ±100 the full control effect
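Human TRβ ligand-binding domain (0.6 uM) and Texas Red SRC2 peptide (20 nM) in Tris buffer with 1 uM T3 and 5% DMSO were incubated with pinned compound for 5 hr at ambient temperature. Total fluorescence was computed as S + 2P (555/632 nm).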
Tau fluor counter: counter-screen for tau fibril formation inhibitors; tau K18 P301L Alexa594 fluorescence, heparin fibrillization; Potency, µM (highest dose often 57.7 µM), for inactives: top-dose activity change, negative = decrease; actives 0.93% (n = 280,000); further: potency means the concentration at half of the fitted maximal effect; on the % scale 0 is the no-effect control and ±100 the full control effect; nearly all actives have a fitted effect of over 55% in size
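Human tau K18 P301L (15 uM unlabeled, 0.24 uM Alexa 594-labeled) in 100 mM sodium acetate pH 7 with 20 uM heparin, 6 hr at 37 C. ThT 30 uM added, 1 hr ambient; Alexa 594 FP and total fluorescence read at 555/632 nm.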
Epigenetic derep: regulators of epigenetic silencing causing reporter derepression in mouse cells | murine LDR cells, GFP reporter derepression, 30 h | Potency, µM (top dose mostly 53.9 µM), without a hit: at the top dose GFP activation, usual class: activators | actives 0.2% (n = 280,000) | AID 1865; further: potency means the concentration at half of the fitted maximal effect; % of control where 0% means no effect; nearly all actives have a fitted effect of over 60% in size
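Murine LDR cells bearing a silenced CMV-driven GFP reporter were exposed to compound for 30 h at 37 C. After PBS washes, GFP-positive cells (20-120 um objects) counted by laser-scanning microplate cytometry.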
NPSR antag: blocks cAMP signaling of the human neuropeptide S receptor. Potency, µM (titrated, usually from 38.3 µM), without a hit: at the top dose activity change, negative = inhibition, usual class: inhibitors. CHO-NPSR cells, cAMP TR-FRET, antagonist mode. actives 1% (n = 220,000). Q6W5P4; further: potency means the concentration at half of the fitted maximal effect; on the % scale 0 is the no-effect control and ±100 the full control effect; nearly all actives have a fitted effect of over 50% in size; many of its hits are not listed in these tables
Target sequence (Q6W5P4 whole entry, looked up): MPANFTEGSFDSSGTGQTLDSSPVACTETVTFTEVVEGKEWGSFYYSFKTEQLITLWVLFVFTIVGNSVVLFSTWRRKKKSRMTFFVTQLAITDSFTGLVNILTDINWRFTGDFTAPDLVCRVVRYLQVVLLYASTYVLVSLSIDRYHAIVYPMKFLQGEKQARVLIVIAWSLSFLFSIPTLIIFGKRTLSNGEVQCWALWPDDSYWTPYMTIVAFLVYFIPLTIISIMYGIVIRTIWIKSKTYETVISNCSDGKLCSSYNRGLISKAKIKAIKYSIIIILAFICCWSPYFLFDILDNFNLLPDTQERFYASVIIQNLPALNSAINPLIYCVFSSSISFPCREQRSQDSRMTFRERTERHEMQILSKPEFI
Active calls of the source: *; ? = inconclusive; . = not tested or not shown; [ ] = remark or other dose. Unless noted, the call rests on the fitted dose curve; in most records, active means well fitted curve in the direction sought with a large enough effect; inconclusive means small, poorly fitted or top-dose-only effect, or another doubt; inactive means no such curve, though single readings can be large; an effect the other way counts as inactive or inconclusive. Some of the compounds tested (hit frequency here may not be typical).

SMILES	CBFb-RUNX1 inh	TRb-SRC2 inh	aGal spleen mod	Tau FP inhib	TexasRed fluor	Tau fluor counter	Epigenetic derep	NPSR antag
CCOc1ccccc1NC(=O)c1ccc2c(c1)CCN2S(C)(=O)=O	.	-7%	.	-8%	0%	-16%	12%	.
CC(=O)OC1=C(C#N)Cn2ccc3cccc1c32	10%	0%	?	2%	-7%	2%	-2.5%	6%[46.1 µM]
O=C(Nc1nnc(Cc2ccc(Cl)cc2)s1)c1cccnc1	1%	-7%	-12%	-8%	-7%	0%	0.0%	13%
O=c1cc(-c2ccccc2)c2c([nH]1)CCCC2	-8%	0%	-17%	-12%	-1%	-14%	2.0%	17%[46.1 µM]
O=C(Nc1nccs1)c1ccc2nccnc2c1	-13%	-3%	3%	1%	-2%	-6%	-2.6%	-6%[46.1 µM]
C#CCOCCOCCOCCNc1nc(N2CCN(C(=O)Cn3cc(CCCN=C(N)N)nn3)CC2)nc(N2CCN(C(=O)[C@H](C(C)C)n3cc(CCO)nn3)CC2)n1	4%[2.36 µM]	-2%	7%	4%	-1%	-2%	-2.5%	6%
COC(=O)c1ccccc1NC(=S)NC(NC(=O)c1ccccc1[N+](=O)[O-])C(Cl)(Cl)Cl (stereo not given)	-15%	4%	8%	4%	-1%	?	-1.1%	-16%[46.1 µM]
CCc1ccccc1NS(=O)(=O)c1ccc2c(c1)OCC(C(=O)N1CCCC1)O2 (stereo not given)	.	-5%	.	-4%	-1%	-6%	0.0%	.
O=C(CCCCCNC(=O)c1ccccc1)N/N=C/c1ccccc1O	3%	2%	16%	0%	-1%	-17%	-2.2%	-12%
Cc1ccsc1C(=O)OCc1nc2ccccc2c(=O)[nH]1	-1%	9%	-1%	9%	1%	-9%	-2.0%	-14%[46.1 µM]
CN(C)CCNC(C(=O)Nc1cccc(C(F)(F)F)c1)c1ccccc1 (stereo not given)	4%	7%	-3%	2%	0%	-11%	-1.8%	4%
COc1ccc(N2CCN(C(=O)Cn3nc(Cc4cccnc4)c4ccccc4c3=O)CC2)cc1	.	4%	.	0%	-5%	-14%	5.0%	.
Cc1ccc(C)c(Cn2c(SCC(=O)NCc3ccccc3)nc3ccccc32)c1	.	-4%	.	6%	-1%	-2%	-0.5%	.
Cc1cc(C(C)(C)C)oc1C(=O)N(CC(=O)NC1CCCC1)c1ccc(F)cc1	6%	-6%	-23%	3%	-1%	-8%	-6.9%	?
Brc1cccc(-c2nnc(SCc3ccon3)n2-c2ccccc2)c1	-5%	-3%	3%	9%	-3%	-15%	1.0%	-17%[46.1 µM]
Cc1ccc(NC(=O)CSc2nc(-c3ccco3)nc3cc(=O)[nH]n23)cc1	.	-4%	.	-1%	-1%	-8%	-2.6%	.
C=CCn1c(=O)c2ccc(C(=O)NCc3ccccc3)cc2n(Cc2ccc(C)cc2)c1=O	2%[2.36 µM]	-1%	5%	8%	0%	-9%	0.5%	-18%
C=CCn1c(SCC(=O)NC(N)=O)nnc1-c1cc2c(s1)CCC(CC)C2 (stereo not given)	2%	3%	1%	2%	-1%	-2%	0.0%	-11%
CSc1nnc(C)c(=O)n1COC(=O)COc1ccc(Cl)cc1	6%	6%	-16%	-5%	-1%	-14%	-0.2%	4%
Cc1ccc(N(CC(=O)Nc2cc(Cl)ccc2Oc2ccccc2)S(C)(=O)=O)c(C)c1	2%	-7%	-5%	-16%	-2%	-27%	-0.1%	?
COc1cccc2sc(N3CCN(C(=O)CS(=O)(=O)c4ccc(Cl)cc4)CC3)nc12	.	-7%	.	-7%	-1%	-13%	-1.2%	.
COc1ccc(CNC(=O)c2ccc(CNS(=O)(=O)c3ccc(OC)cc3)cc2)cc1	.	-4%	.	-11%	-1%	-10%	-1.0%	.
COc1ccc(Cl)cc1S(=O)(=O)N1CCN(C)CC1	1%	-18%	-14%	4%	1%	-1%	0.2%	1%[46.1 µM]
Cc1c(Cl)c([N+](=O)[O-])nn1CC(=O)NC(C)C1CC2CCC1C2 (stereo not given)	6%	-7%	0%	-5%	-6%	-20%	-0.7%	-10%[46.1 µM]
Cc1ccc(Cl)cc1NC(=O)Cn1ncc2c(C)n(Cc3ccccc3F)c(C)c2c1=O	.	10%	.	-13%	-3%	-6%	?	.
Cc1ccccc1CCNC(=O)c1ccc2c(c1)c(C)c(C)n2C	.	-8%	.	11%	1%	?	0.2%	.
CC(=O)Nc1cnn(Cc2ccc(Br)cc2)c1	1%	-2%	-4%	-2%	-3%	-5%	0.0%	-3%[46.1 µM]
COc1ccccc1NC(=O)C(C)Nc1ccc(C)c(Cl)c1 (stereo not given)	-3%	4%	10%	4%	3%	?	0.0%	-9%
CN1CC(=O)N(CC(=O)Nc2ccc(Cl)c(C(F)(F)F)c2)c2ccccc2C1=O	.	5%	.	-12%	-1%	-20%	-0.5%	.
Cc1ccc(S(=O)(=O)CCC(=O)OC(C)C(=O)c2c(C)[nH]c3ccccc23)cc1 (stereo not given)	6%	-8%	-14%	-8%	0%	-14%	0.1%	-1%

Whole records, looked up by structure.
COc1ccc(CNC(=O)c2ccc(CNS(=O)(=O)c3ccc(OC)cc3)cc2)cc1 is entered as CBFb-RUNX1 inh = .; TRb-SRC2 inh = -4%; aGal spleen mod = .; Tau FP inhib = -11%; TexasRed fluor = -1%; Tau fluor counter = -10%; Epigenetic derep = -1.0%; NPSR antag = .
C=CCn1c(=O)c2ccc(C(=O)NCc3ccccc3)cc2n(Cc2ccc(C)cc2)c1=O is entered as CBFb-RUNX1 inh = 2%[2.36 µM]; TRb-SRC2 inh = -1%; aGal spleen mod = 5%; Tau FP inhib = 8%; TexasRed fluor = 0%; Tau fluor counter = -9%; Epigenetic derep = 0.5%; NPSR antag = -18%
Cc1ccccc1CCNC(=O)c1ccc2c(c1)c(C)c(C)n2C is entered as CBFb-RUNX1 inh = .; TRb-SRC2 inh = -8%; aGal spleen mod = .; Tau FP inhib = 11%; TexasRed fluor = 1%; Tau fluor counter = ?; Epigenetic derep = 0.2%; NPSR antag = .

Copied from the list:
Value of `COc1ccc(Cl)cc1S(=O)(=O)N1CCN(C)CC1` in TexasRed fluor: 1%
Value of `Cc1c(Cl)c([N+](=O)[O-])nn1CC(=O)NC(C)C1CC2CCC1C2` (stereo not given) in NPSR antag: -10%[46.1 µM]
Value of `COc1ccccc1NC(=O)C(C)Nc1ccc(C)c(Cl)c1` (stereo not given) in TRb-SRC2 inh: 4%
Value of `Cc1ccc(S(=O)(=O)CCC(=O)OC(C)C(=O)c2c(C)[nH]c3ccccc23)cc1` (stereo not given) in Tau FP inhib: -8%
Value of `CC(=O)Nc1cnn(Cc2ccc(Br)cc2)c1` in CBFb-RUNX1 inh: 1%

Other results:
SMILES	CBFb-RUNX1 inh	TRb-SRC2 inh	aGal spleen mod	Tau FP inhib	TexasRed fluor	Tau fluor counter	Epigenetic derep	NPSR antag
COC(=O)CC1=C(C(=O)OC)C(c2cccs2)C(C#N)=C(N)O1 (stereo not given)	3%	-5%	6%	-9%	2%	-10%	-1.6%	-2%[46.1 µM]
Cc1cc(C)c(NC(=O)CCN2CCCCC2)c(C)c1	.	0%	.	4%	6%	2%	-1.6%	.
CC1CCN(S(=O)(=O)c2ccc3[nH]c(=O)cc(C(=O)O)c3c2)CC1	12%	6%	4%	5%	2%	3%	1.9%	2%[46.1 µM]
COCCOC(=O)C1=C(C)NC(=O)NC1c1ccc(OC(=O)c2ccco2)c(OC)c1 (stereo not given)	3%	-5%	-5%	-4%	-7%	-6%	0.0%	-19%[46.1 µM]
CCCC(=O)C1C(=O)CC(C)(C)C(c2cc(C)no2)C1=O (stereo not given)	5%	2%	5%	0%	1%	1%	-1.0%	2%[46.1 µM]
Cc1ccc(N2CCN(S(=O)(=O)c3nnc(NC(=O)c4ccc(C(C)C)cc4)s3)CC2)cc1	.	0%	.	1%	5%	-19%	0.8%	.
Cc1cc(=O)n(CCc2ccccc2)c(O)c1C#N	-19%	8%	-1%	-8%	-1%	-18%	2.0%	1%[46.1 µM]
COCC(=O)N(c1ccccc1)C(C)C(=O)OC (stereo not given)	-5%	-3%	-1%	5%	-3%	-3%	-1.2%	9%
Cc1cccc(C(=O)N2CCCCCC2)c1[N+](=O)[O-]	8%	3%	5%	-5%	1%	4%	-5.1%	8%
COc1ccccc1C(=O)n1nc(-c2ccccc2)nc1NCc1ccc(Cl)cc1	.	1%	.	?	-27%	-19%	3.8%	.
Cc1cccc(NC(=O)CSc2nc(=O)n(Cc3cccnc3)c3c2CCC3)c1	.	-3%	.	-6%	-2%	-9%	2.0%	.

Retrieved by compound from above, 2 records:
SMILES	CBFb-RUNX1 inh	TRb-SRC2 inh	aGal spleen mod	Tau FP inhib	TexasRed fluor	Tau fluor counter	Epigenetic derep	NPSR antag
Cc1ccc(S(=O)(=O)CCC(=O)OC(C)C(=O)c2c(C)[nH]c3ccccc23)cc1 (stereo not given)	6%	-8%	-14%	-8%	0%	-14%	0.1%	-1%
CC1CCN(S(=O)(=O)c2ccc3[nH]c(=O)cc(C(=O)O)c3c2)CC1	12%	6%	4%	5%	2%	3%	1.9%	2%[46.1 µM]
